PMI act hi M6P: increases human PMI activity with near-saturating mannose 6-phosphate; coupled PMI enzyme assay, resazurin fluorescence, 20 min; stronger effect = higher value; 1 = untreated enzyme, 0 = substrate-free blank; activation factor at 20 µM; 190,000 tested, 0.34% active; P34949; AID 1216;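 active = activation factor of 2 or more at 20 µM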
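Test system: Human PMI in coupled enzyme assay | Input: 15 ng/mL PMI | Medium: HEPES-buffered pH 7.4 with magnesium and detergent | Compound: One concentration, 20 µM, in 1% DMSO | Incubation: Enzyme reaction with compound 20 min at room temperature | Detection: Diaphorase-driven resazurin-to-resorufin fluorescence, excitation 544, emission 590 nm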
TNAP inh hiacc: blocks human TNAP under high phosphate acceptor concentration; P05186; purified TNAP, CDP-star luminescence, 1 M DEA; inhibition, % at 20 µM; 200,000 tested, 0.03% active;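 active = over 50% inhibition of tissue-nonspecific alkaline phosphatase at 20 µM in the single-dose screen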;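 also: plate controls were DMSO wells for no effect and EDTA-quenched wells as full inhibition for full effect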
Target sequence (P05186 whole entry, looked up): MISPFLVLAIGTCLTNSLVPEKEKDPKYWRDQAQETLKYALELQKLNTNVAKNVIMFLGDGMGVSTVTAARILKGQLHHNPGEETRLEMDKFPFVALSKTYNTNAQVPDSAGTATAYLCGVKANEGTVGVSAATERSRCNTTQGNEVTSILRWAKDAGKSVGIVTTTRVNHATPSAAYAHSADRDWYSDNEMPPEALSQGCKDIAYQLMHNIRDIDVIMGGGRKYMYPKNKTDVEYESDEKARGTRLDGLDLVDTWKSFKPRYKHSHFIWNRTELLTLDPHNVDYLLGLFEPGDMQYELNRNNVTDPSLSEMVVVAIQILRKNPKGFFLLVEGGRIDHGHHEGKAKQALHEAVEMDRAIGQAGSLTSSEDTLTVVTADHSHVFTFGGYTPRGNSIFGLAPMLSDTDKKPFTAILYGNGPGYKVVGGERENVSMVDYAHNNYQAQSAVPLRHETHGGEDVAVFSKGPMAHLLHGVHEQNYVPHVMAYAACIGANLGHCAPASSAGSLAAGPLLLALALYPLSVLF
Efa HMGR inh: blocks class II HMG-CoA reductase of Enterococcus faecalis. inhibition, % at 10 µM. 190,000 tested, 0.41% active. purified E. faecalis HMGR, NADPH absorbance 340 nm kinetic. AID 1066;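 active = inhibition above a set limit, the median over all tested compounds plus 3 SD, cut at about 9.5% in these data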;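 also: enzyme runs in reverse so mevalonate oxidation gives rising NADPH absorbance; 0% = complete reaction with DMSO and 100% = background rate lacking mevalonate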
PMI activator: phosphomannose isomerase (human) activation. 190,000 tested, 0.005% active. activation factor at 20 µM. purified human PMI, coupled resazurin fluorescence, 20 min; stronger effect = higher value; 1 = vehicle control, 0 substrate-free wells;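 active = activation factor of 2 or more at 20 µM, relative to plate controls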
Hsp70 activator: switches on Hsp70 transcription | HeLa Hsp70 promoter luciferase reporter, luminescence; scaled: vehicle 0, proteasome-inhibitor control 100% | activation, % at 10 µM | 200,000 tested, 0.04% active | AID 1203;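 active = activation above the mean across all tested compounds plus 3 SD, cutoff set per campaign, cut at about 5.5% in these data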;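 also: 100% = MG132 at 30 µM as the positive control and 0% = DMSO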
Lmaj promast: reduces viability of Leishmania major promastigotes. resazurin fluorescence viability. 200,000 tested, 9% active. inhibition, % at 10 µM; in the data active = inhibition above about 50%;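 also: promastigotes grown with compound for 44 hours at 28 °C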
DTT redox prof: compounds producing H2O2 with reducing agent – biochemical, NIH compound library profiling, artefact control for MLSCN library redox annotation, primary screen; 200,000 tested, 0.03% active; activation, % at 10 µM; DTT-dependent redox cycling H2O2, phenol red/HRP absorbance; 100% = 100 µM peroxide control, 0% = buffer;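 active = activation of at least 50% relative to the plate's high and low controls in the primary single-dose screen; inactive = activation below 50%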;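 also: compound incubated with DTT at 0.8 mM final as the reducing agent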
TNAP inh no acc: inhibitors of human TNAP without phosphate acceptor | P05186 | purified TNAP, CDP-star luminescence, 30 min | inhibition, % at 20 µM | 200,000 tested, 0.26% active;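 active = tissue-nonspecific alkaline phosphatase inhibition above about 50% at 20 µM in the single-dose screen, limit read from the data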;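 also: 0% = DMSO negative control and 100% = EDTA positive control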
RAM network inh: inhibitors of the yeast RAM network | 190,000 tested, 1.8% active | S. cerevisiae dse1pr::URA3 reporter, 5-FOA growth OD615, 2 d; analog-sensitive cbk1-as2 kinase mutant strain | inhibition, % at 50 µM;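 active = inhibition above a set limit, 3 SD over mean compound inhibition, cut at about 8.4% in these data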;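 also: 0% = DMSO-only wells with no growth and 100% = 10 µM 1-NA-PP1 full growth; inhibition rescues growth on 5-FOA so higher OD means more RAM inhibition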
S1P3 antag: antagonists of human S1P3 receptor | inhibition, % at 4.98 µM | CHO S1P3 NFAT-BLA reporter, FRET fluorescence, antagonist mode | AID 485 | Q99500 | 170,000 tested, 0.27% active;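 active = inhibition above the plate cutoff, the mean inhibition of test wells on that plate plus 3 SD, cut at about 28% in these data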;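 also: cells challenged with S1P at its EC80 of 0.8 µM; blue over green emission ratio from cleaved BLA substrate after 4 h stimulation; 0% = S1P-stimulated wells and 100% = unstimulated DMSO-only wells; some compounds past the cut are filed as inactive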
Target sequence (Q99500 whole entry, looked up): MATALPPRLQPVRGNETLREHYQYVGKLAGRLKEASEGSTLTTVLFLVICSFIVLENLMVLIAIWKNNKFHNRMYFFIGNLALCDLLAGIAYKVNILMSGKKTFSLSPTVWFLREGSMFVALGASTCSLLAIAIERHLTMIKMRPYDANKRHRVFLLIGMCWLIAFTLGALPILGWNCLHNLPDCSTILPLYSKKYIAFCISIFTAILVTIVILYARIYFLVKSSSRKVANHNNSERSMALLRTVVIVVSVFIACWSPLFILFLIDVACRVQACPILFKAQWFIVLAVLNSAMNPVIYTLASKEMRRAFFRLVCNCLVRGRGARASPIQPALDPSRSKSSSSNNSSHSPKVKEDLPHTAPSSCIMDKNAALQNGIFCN
Numbers without * were called inactive; . = no result given.

SMILES	PMI act hi M6P	TNAP inh hiacc	Efa HMGR inh	PMI activator	Hsp70 activator	Lmaj promast	DTT redox prof	TNAP inh no acc	RAM network inh	S1P3 antag
Cc1nc(SCC(=O)Nc2ccc(F)cc2)c2oc3ccccc3c2n1	1	0	-1	0.9	-0.2	11	-13	-5	2.7	-15
CCCCC(=O)Nc1ccc(Cl)cn1	1	-6	-4	1	0.3	-1	1.8	-19	-0.7	11
COCCNC(=O)CSc1nc2cc(OC)c(OC)cc2c(=O)n1CCC1=CCCCC1	1	0	1	0.9	-0.2	-1	1.1	2	-0.6	.
CCOc1ccc(Cc2n[nH]c(=S)n2Cc2ccccc2)cc1	0.8	1	0	0.9	0.1	10	2.0	-66	1.0	-5
CC(=O)Nc1ncc2c(n1)CC(c1ccco1)CC2=O (centres undefined)	1.1	-5	-1	1	-0.5	-3	0.1	-7	-0.7	.
O=C(CCCc1c[nH]c2ccccc12)NCc1cccs1	0.9	-5	-5	0.9	-0.2	-5	-1.1	-8	1.0	1
Cc1ccc2nc(SCC(=O)c3c[nH]c4ccccc34)[nH]c2c1	1	1	2	1.1	-0.2	0	0.8	-10	0.0	4
Cc1nnc(SCCC#N)n(CCC#N)c1=O	1	-3	0	0.9	-0.4	-4	2.9	-8	-0.1	.
COc1ccccc1-c1nnc(SCC(=O)Nc2ccc(S(N)(=O)=O)cc2)n1C	1	0	-7	1	-0.1	-4	-0.1	2	0.9	.
CC(C)c1ccccc1OCCNC(=S)NC(=O)c1cccnc1	0.9	-3	-7	0.9	-0.3	-8	0.0	-2	2.3	2
COc1ccc(CNC(=O)CCn2c(=O)oc3ccccc32)cc1	1	-2	-5	1	-0.1	-2	-0.7	-8	0.8	-12
CC1(C)Cc2c(sc3c2C2=NCCN2C=N3)CO1	1.1	-2	.	1	0.1	1	0.0	-18	.	.
CCOC(=O)c1cnc(SCC(=O)Nc2ccccc2N2CCOCC2)nc1N	.	.	.	.	-0.2	-4	0.6	.	.	-3
Cc1cn2c(N)c(C=C3C=C(Cl)C(=O)C(Cl)=C3)c(=O)nc2s1	0.9	14	1	1	-0.2	2	-1.1	16	1.5	-7
C/C(=N\OC(=O)NC1CCCCC1)c1sc(-c2ccccc2)nc1C	1	-1	0	1	-0.4	19	-8.2	-7	10*	.
CCCc1cc(=O)[nH]c(SCc2ccc(Cl)cc2)n1	1	-2	-1	1.1	-0.1	-10	0.2	10	1.4	.
O=C(NCCc1c[nH]c2ccccc12)C1Cc2ccccc2CN1C(=O)c1ccco1 (centres undefined)	0.9	-1	1	1	-0.2	30	2.5	-7	0.4	-6
COc1ccc(Br)cc1/C(C)=N/NC1=NCCN1	1	-2	-4	0.9	-0.5	52*	0.2	-1	0.7	.
O=C(O)c1ccc(NC(=S)NC2CCCCC2)cc1	1	-3	2	1	-0.2	10	-0.1	-15	0.8	-4
CCC1CCCCN1Cc1ccc(OC)c(C)c1 (centres undefined)	1	0	0	1	-0.3	15	0.1	-10	0.3	.
COc1ccccc1N1CCN(C(CNC(=O)c2ccc3c(c2)OCO3)c2cccnc2)CC1 (centres undefined)	1	-4	-2	1	-0.2	94*	-0.2	-9	1.2	0
O=C(Nc1cccc(Cl)c1)Nc1cc(S(=O)(=O)N2CCCCC2)ccc1Cl	0.8	-1	-5	0.8	-0.2	32	0.9	-33	3.1	7
CC(NC(=O)c1cc(Br)ccc1Br)c1ccccc1 (centres undefined)	1	-7	2	0.9	-0.3	-4	0.0	-11	5.5	-5
COc1ccc(C(=O)c2ccc(OC)cc2O)c(O)c1	1	-5	-2	0.9	0.4	-1	1.8	-18	2.1	-1
O=C1C=C(c2ccccc2)C[C@H](c2cccs2)[C@H]1n1cnc([N+](=O)[O-])c1	1	1	1	1	0.1	-5	1.4	-2	1.9	.
O=C(COc1cccc2ccccc12)NCc1cccnc1	0.8	-6	-5	0.9	-0.2	4	-0.9	-14	1.8	-35
CCN(CC)CCOC(=O)c1ccccc1Br	1.2	-4	0	1.2	0.1	1	-0.1	-14	0.5	-3
Cc1ccc(S(=O)(=O)NNC(=O)c2cc3cc4ccccc4nc3s2)cc1	1	0	1	0.6	-0.3	92*	1.4	5	7.0	.
CCOC(=O)C1(C)Oc2ccc(S(=O)(=O)CC)cc2NC1=O (centres undefined)	1	-3	-4	1	-0.1	-6	-0.6	-9	0.6	-15
Cc1ccc(NP(=O)(Nc2ccc(C)cc2)Nc2ccc(C)cc2)cc1	0.9	-8	-1	0.9	-0.3	58*	-1.8	-54	1.1	1
CN(C)CCOc1ccc(C(C)(C)c2ccccc2)cc1	0.9	-8	-3	1	-0.1	72*	0.3	-9	0.8	-10
Cc1cc(C)c2cc(CNC3CCCC3)c(Cl)nc2c1	1	-10	-5	0.9	-0.2	40	-0.7	-9	-0.5	-4
Cc1nc2cc(NC(=O)N3CC4(C)CC3CC(C)(C)C4)ccc2n1C (centres undefined)	0.9	-4	0	0.9	-0.2	4	21	-12	-0.7	8
CC(C)c1ccccc1OCC(=O)NC1CCCc2ccccc21 (centres undefined)	0.9	-2	2	0.8	-0.1	5	0.4	-1	2.5	7
COCCNC(=O)CN(C(=O)Cn1nnc2ccccc21)c1cccc(C)c1C	0.9	-7	2	0.9	-0.4	-11	-1.8	-10	0.1	-9
CCn1c(=O)c(C(C)=O)c(O)c2ccccc21	0.8	-4	1	0.8	-0.1	-2	-1.1	-2	-0.3	5
COc1ccc(CCNC(=O)CCCOc2ccc(C)cc2)cc1OC	0.9	1	0	0.8	-0.3	22	0.3	-12	1.1	14
O=S(=O)(c1ccc(Cl)cc1)N1CCN(c2ncccn2)CC1	1.1	-10	-2	1.1	-0.2	6	-0.6	-14	3.8	12
CCn1c(/C=C/c2c(C)n(CC)c3ccccc23)nc2ccccc2c1=O	1	6	-3	0.9	0.0	0	2.3	6	5.5	-15
COc1ccc(-n2c(=O)c3c4c(sc3n(CC(=O)NCc3ccco3)c2=O)CCC4)c(OC)c1	1.2	-4	5	1.2	0.0	-5	2.8	-14	5.5	.

Given in CSV form: part of the list above
SMILES,PMI act hi M6P,TNAP inh hiacc,Efa HMGR inh,PMI activator,Hsp70 activator,Lmaj promast,DTT redox prof,TNAP inh no acc,RAM network inh,S1P3 antag
COc1ccc(Br)cc1/C(C)=N/NC1=NCCN1,1,-2,-4,0.9,-0.5,52*,0.2,-1,0.7,.
O=C(O)c1ccc(NC(=S)NC2CCCCC2)cc1,1,-3,2,1,-0.2,10,-0.1,-15,0.8,-4
CCC1CCCCN1Cc1ccc(OC)c(C)c1 (centres undefined),1,0,0,1,-0.3,15,0.1,-10,0.3,.
COc1ccccc1N1CCN(C(CNC(=O)c2ccc3c(c2)OCO3)c2cccnc2)CC1 (centres undefined),1,-4,-2,1,-0.2,94*,-0.2,-9,1.2,0
O=C(Nc1cccc(Cl)c1)Nc1cc(S(=O)(=O)N2CCCCC2)ccc1Cl,0.8,-1,-5,0.8,-0.2,32,0.9,-33,3.1,7
CC(NC(=O)c1cc(Br)ccc1Br)c1ccccc1 (centres undefined),1,-7,2,0.9,-0.3,-4,0.0,-11,5.5,-5
COc1ccc(C(=O)c2ccc(OC)cc2O)c(O)c1,1,-5,-2,0.9,0.4,-1,1.8,-18,2.1,-1

Next entries follow.
SMILES	PMI act hi M6P	TNAP inh hiacc	Efa HMGR inh	PMI activator	Hsp70 activator	Lmaj promast	DTT redox prof	TNAP inh no acc	RAM network inh	S1P3 antag
O=C(Nc1cc(S(=O)(=O)N2CCOCC2)ccc1N1CCCCC1)c1cc(-c2ccccn2)nc2ccccc12	0.8	0	4	0.5	-0.2	8	-0.8	-9	6.0	-14
CCc1cccc(NC(=O)c2snc3c(=O)[nH]cnc23)c1	0.9	-4	-6	1	-0.1	3	1.1	-4	1.7	-28
Cc1c(NC(=S)N2CCN(c3ccc(F)cc3)CC2)c(=O)n(-c2ccccc2)n1C	1.1	-3	-3	1	-0.4	0	5.7	-13	1.0	-1
CN(C)c1nc(Cl)nc(N(C#N)CCOc2ccccc2)n1	1.3	-5	-5	1.3	0.3	9	-0.3	-9	3.6	1
O=C(NC1CC1)C1=C[C@H](c2ccc(C(F)(F)F)cc2)C[C@H](OCc2ccc(CO)cc2)O1	0.8	-6	-1	0.9	-0.2	5	0.5	-9	1.6	-8
NC1=NCC(O)=C1c1nc2ccccc2[nH]1	1.1	-4	-8	1.2	-0.1	0	0.0	-163	1.5	-10
CN(c1cc(=O)n2ccccc2n1)C1CCCCC1	1	-4	1	1	-0.3	1	1.5	-13	-0.4	1
Cc1cc(C)nc(SCC(=O)OCC(=O)Nc2nc3ccccc3s2)n1	0.9	4	1	0.9	-0.2	40	-0.2	-7	5.5	-7
Cc1c(Cl)cccc1NC(=O)CCCCCN1C(=O)CCC1=O	1	3	-2	1	0.1	-4	-0.1	-6	1.7	18
O=C(CSCCO)Nc1ccc([N+](=O)[O-])cc1	1.1	-6	-2	1.1	0.2	-7	0.4	-10	0.2	-13
O=S(=O)(NC1CCCC1)c1ccccc1Cl	1.2	-4	-6	1.1	-0.4	-3	0.2	0	-0.7	-12
Cc1ccc(CCNC(=O)CC2Oc3ccc(C)cc3NC2=O)cc1 (centres undefined)	0.8	2	2	0.9	-0.2	-5	-0.3	-11	4.5	0
Cc1cccc(C#N)c1NC1=CC(=O)CC(C)(C)C1	1.2	-5	-6	1.1	0.3	-4	2.6	-14	1.5	-17
O=C(Nc1ccccc1N1CCOCC1)c1cnccn1	1	-6	-2	1	-0.4	1	-3.5	-12	1.4	.
O=C(CSc1ncnc2sc(-c3ccccc3)cc12)NC1CCS(=O)(=O)C1 (centres undefined)	0.9	0	0	0.9	-0.3	6	-1.4	-4	6.0	3
COC(=O)CSc1nnc(C)n1-c1ccc(C)cc1	1	-2	-1	1	-0.4	-3	0.2	-5	0.9	.
CC(C)(C)SCCNC(=O)Nc1ccccc1	1	-1	-5	1.1	-0.1	54*	-0.3	-6	2.7	2
Cc1cc(CC(C)C)n(-c2nc3ccccc3c(=O)n2OCc2ccccc2)n1	0.9	-7	-4	1	-0.2	16	-3.6	7	9.8*	.
NC(=O)c1ccc(-n2nnnc2SCC(=O)Nc2ccc(N3CCOCC3)c(Cl)c2)cc1	0.9	-2	0	0.9	0.0	-2	-2.5	-7	2.7	2
O=C(C/C=N\OCc1ccc([N+](=O)[O-])cc1)Nc1ccccc1	1	-2	2	1	0.2	0	-0.2	4	-0.5	-11

Screening data deposited in PubChem by several laboratories.
